NPY-Y2 PAM-ag = NPY-Y2 potentiators or agonists, primary screen, cell-based. Neuropeptide Y receptor type 2 (Homo sapiens), P49146. cells expressing NPY-Y2, potentiator/agonist read-out. activation, % at 3.6 µM. actives 0.45% (n = 220,000). AID 1359, 2008; in the data active = activation above about 27%;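 note: cells stimulated with NPY near EC25 plus isoproterenol at EC100; 0% = vehicle plus submaximal agonist and 100% = vehicle plus saturating agonist; some results beyond the cut were filed as inactive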
Mdm2 ligase inh = MDM2-luciferase reporter signal enhancers, primary screen, MDM2 E3 ligase inhibitor project, cell-based, luminescence, 1536-well. E3 ubiquitin-protein ligase Mdm2 (Homo sapiens), Q00987. cell-based MDM2 ubiquitination luciferase reporter, 2 h; 0 = plate control, 100 = twice control, blank-subtracted. signal enhancement, % at 5 µM. actives 0.11% (n = 210,000). AID 1230, 2008;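 active = signal enhancement of 30% or more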;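 note: luminescence tracks abundance of the self-degrading MDM2-luciferase fusion protein; higher signal means inhibition of MDM2 E3 ligase activity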
Target sequence (Q00987 whole entry, looked up, the tested form may be a part): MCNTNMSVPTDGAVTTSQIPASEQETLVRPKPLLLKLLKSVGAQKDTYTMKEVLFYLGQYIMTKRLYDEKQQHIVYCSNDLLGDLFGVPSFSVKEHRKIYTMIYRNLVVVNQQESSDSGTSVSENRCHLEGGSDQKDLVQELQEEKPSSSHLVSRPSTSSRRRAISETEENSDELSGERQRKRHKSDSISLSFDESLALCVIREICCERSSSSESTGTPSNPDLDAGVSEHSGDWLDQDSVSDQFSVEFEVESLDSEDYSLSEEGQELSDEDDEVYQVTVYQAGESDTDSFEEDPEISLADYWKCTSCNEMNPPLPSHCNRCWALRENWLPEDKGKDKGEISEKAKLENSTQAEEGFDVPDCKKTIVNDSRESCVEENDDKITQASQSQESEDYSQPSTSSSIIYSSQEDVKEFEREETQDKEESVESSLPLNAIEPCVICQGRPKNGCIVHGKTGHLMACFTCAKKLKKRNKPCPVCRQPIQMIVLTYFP
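Timing – 2 h compound exposure at 37 °C · Assay system – mammalian cells stably expressing self-ubiquitinating, self-degrading MDM2 E3–luciferase fusion · Amount – 2000 cells seeded into each well · Measure – % luminescence enhancement versus blank-corrected plate control mean · Measured by – SteadyLite luminescence, 15 min reagent step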
Runt-SMMHC FRET = inhibitors of RUNX1 Runt–CBFb-SMMHC binding, primary screen, biochemical, FRET, Cerulean-Runt, Venus-CBFb-SMMHC, uHTS; Cerulean-Runt/Venus-CBFb-SMMHC FRET ratio 530/480, 1 h; inhibition, % at 20 µM; actives 0.74% (n = 220,000); AID 1434, 2008;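 active = mean inhibition across duplicate retests at 20 µM reaching about 50%, limit read from the data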;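 note: 0% = DMSO wells and 100% = wells with excess untagged CBFb-SMMHC; inhibitors lower the FRET ratio by blocking Runt binding to CBFb-SMMHC; some results filed as inactive read as strong as hits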
RBBP9 inh = human RBBP9 inhibitors, primary screen, biochemical, fluorescence polarization, FP-Rh probe, HTS; Serine hydrolase RBBP9 (Homo sapiens), O75884; recombinant RBBP9; inhibition, % at 7.94 µM; AID 1515, 2009; actives 0.2% (n = 220,000);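 active = inhibition above the campaign mean of all tested compounds plus 3 SD, cut at about 14% in these data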;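 note: plate controls were DMSO wells with RBBP9 for no effect and wells lacking RBBP9 protein for full effect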
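system = RBBP9 protein | input = RBBP9 at 2.5 µM in dispensed solution, before mixing | measured by = fluorescence polarization (mP), excitation 525 nm, emission 598 nm | incubation = enzyme-compound preincubation 30 min, then probe labeling 45 min, 25 °C | buffer or medium = Tris-NaCl-Pluronic buffer, pH 8.0 | compound = single dose 7.94 µM | also added = FP-Rh probe, 375 nM dispensing solution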
p97 inhibitor = inhibitors of human p97 ATPase, primary screen, biochemical; AID 1481, 2009; inhibition, % at 8 µM; recombinant p97 ATPase, Kinase-Glo ATP luminescence, 3 h; Transitional endoplasmic reticulum ATPase (Homo sapiens), P55072; actives 0.42% (n = 220,000); in the data active = inhibition above about 15%;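 note: 0% = DMSO vehicle and 100% = wells lacking enzyme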
NPY Y1 blocker = NPY-Y1 receptor antagonists, primary screen, cell-based. HEK293-CNG Y1 cells, membrane potential fluorescence; NPY at EC95, then isoproterenol. Neuropeptide Y receptor type 1 (Homo sapiens), P25929. inhibition, % at 3.6 µM. AID 1040, 2008. actives 1% (n = 200,000);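 active = inhibition above the campaign mean inhibition of all tested compounds plus 3 SD, cut at about 20% in these data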;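 note: 0% = DMSO wells given NPY plus isoproterenol and 100% = isoproterenol alone without NPY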
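Benchmarks – high control isoproterenol alone, low control NPY with isoproterenol · Material – HEK293 Y1/CNG channel cell line · Times – dye 3 h, compound 60 min room temperature, stimulation 45 min · Probe or stimulus – NPY (25 nM), isoproterenol (1 µM), Ro 20-1724 (25 µM) · Evaluation – % inhibition of NPY effect · Signal – fluorescence, membrane potential probe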
Runt-CBFb FRET = inhibitors of RUNX1 Runt–CBFb binding, primary screen, biochemical, FRET, Cerulean-Runt, Venus-CBFb, uHTS; Runt-related transcription factor 1 (Homo sapiens) + Core-binding factor subunit beta …; Cerulean-Runt/Venus-CBFb FRET ratio 530/480, 1 h; inhibition, % at 20 µM; actives 0.46% (n = 220,000); AID 1496, 2009;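 active = inhibition over about 50% at 20 µM in the single-dose screen, limit read from the data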;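 note: 0% = DMSO wells and 100% = excess unlabeled CBFb competitor control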
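Reagent – Venus-CBFb binding partner, 100 nM · Assay system – Cerulean-tagged RUNX1 Runt domain (FRET donor) fusion protein · Input – 100 nM per protein · Incubation – two 1 h room-temperature incubations shielded from light · Measured by – FRET fluorescence · Medium – Tris buffer pH 7.5 with salts and BSA · Benchmarks – unlabeled CBFb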
NPY1 pot ag = NPY-Y1 receptor potentiators or agonists, primary screen, cell-based. Neuropeptide Y receptor type 1 (Homo sapiens), P25929. NPY-Y1 expressing cells, potentiator/agonist activation. activation, % at 3.6 µM. actives 0.37% (n = 220,000); in the data active = activation above about 33%, passing the limit was not always enough;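 note: cells stimulated with NPY at EC10 then isoproterenol at EC100; 0% = low agonist plus stimulus and 100% = saturating agonist plus stimulus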
Hck Nef HTS = inhibitors of Nef-activated human Hck kinase, primary screen, biochemical, Z-Lyte FRET, 384-well, Hck-YEEI | inhibition, % at 20 µM | AID 463187, 2010 | actives 0.68% (n = 220,000) | Recombinant Hck-YEEI plus Nef, Z-Lyte FRET kinase assay;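 active = Hck-Nef kinase inhibition above about 50%, limit read from the data; inactive = inhibition below that limit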;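 note: 0% = DMSO with Hck plus Nef and 100% = Hck alone without Nef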
Target sequence (P08631 whole entry, looked up): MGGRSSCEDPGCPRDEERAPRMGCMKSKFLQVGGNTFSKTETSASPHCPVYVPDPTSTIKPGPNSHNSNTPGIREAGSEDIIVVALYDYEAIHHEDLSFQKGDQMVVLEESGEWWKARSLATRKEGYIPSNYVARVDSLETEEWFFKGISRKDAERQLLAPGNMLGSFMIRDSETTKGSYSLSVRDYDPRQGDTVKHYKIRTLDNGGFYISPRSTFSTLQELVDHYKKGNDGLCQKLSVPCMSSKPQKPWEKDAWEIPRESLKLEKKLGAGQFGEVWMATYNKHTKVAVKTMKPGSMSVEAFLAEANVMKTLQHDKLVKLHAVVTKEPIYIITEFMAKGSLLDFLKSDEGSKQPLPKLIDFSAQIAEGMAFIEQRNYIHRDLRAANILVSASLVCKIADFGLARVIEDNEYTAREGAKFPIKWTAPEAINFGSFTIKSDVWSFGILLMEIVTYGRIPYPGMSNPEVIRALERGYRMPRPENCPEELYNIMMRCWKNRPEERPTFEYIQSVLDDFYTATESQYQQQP
* hit, by the source's call; x = not tested or not shown.

SMILES	NPY-Y2 PAM-ag	Mdm2 ligase inh	Runt-SMMHC FRET	RBBP9 inh	p97 inhibitor	NPY Y1 blocker	Runt-CBFb FRET	NPY1 pot ag	Hck Nef HTS
COC(=O)CN(c1ccc(OC)c(OC)c1)S(C)(=O)=O	-4.8	11.3	-1.8	-8.3	-5.3	-7.0	0.8	-14.5	3.7
Cc1ccc2nc(N3CCC(C(=O)O)CC3)nc(-c3ccccc3)c2c1	2.4	-2.4	65.3	-11.0	2.9	2.3	15.1	3.9	9.1
CCN(CC)CCNC(=O)CNC(=S)N(CCCN1CCOCC1)Cc1cccs1	-5.5	-2.6	-2.3	-9.0	-5.0	-10.7	1.3	-16.8	-16.9
O=C(Cc1ccccc1)Nc1ccc(N2CCN(Cc3ccccc3F)CC2)cc1	2.8	-6.4	-1.5	-2.3	-5.5	-9.8	0.6	8.0	-1.4
CCC(=O)NC(=S)Nc1ccc(NC(=S)NC(=O)c2ccccc2)cc1	-3.2	-6.7	x	-7.5	4.4	-0.4	x	3.2	19.5
N/C(=N\OC(=O)c1cc(Cl)ccc1Cl)c1cccnc1	-13.2	-6.9	1.3	-15.8	-9.0	1.9	-1.4	-15.9	-0.6
CCc1cccc2c1NC(=O)C2(O)CC(=O)c1cccs1 (stereo unspecified)	-8.6	5.7	3.4	3.4	2.0	-2.8	0.2	-4.0	-18.4
CCc1nnc(NC(=O)c2ccc(S(=O)(=O)N(CC)CC)cc2)s1	3.5	-4.3	1.0	-2.4	6.2	-1.9	-2.6	13.4	2.4
CCOC(=O)c1ccccc1NC(=S)N1CCC(N2CCCCC2)CC1	-1.6	15.1	4.3	-5.1	7.0	2.0	-1.3	4.5	4.3
O=C(Cc1ccccc1)NC(=S)Nc1ccc2oc(-c3ccccc3)nc2c1	-5.5	-8.7	-0.1	-6.3	-3.5	2.5	0.2	-11.3	0.4
C[N+]1(C2CCC3CCCC2C3O)CCCCC1 (stereo unspecified)	0.8	-5.1	x	1.1	5.7	1.3	x	-3.7	15.8
O=C(N/C(=C/c1cccnc1)C(=O)N1CCOCC1)c1ccco1	9.2	2.8	-6.4	-6.6	0.7	1.8	0.9	8.3	3.1
COCCNC(=O)CNC(c1ccccc1)c1ccccc1	-21.7	-21.7	-2.0	3.6	2.7	-0.3	-9.7	16.9	5.3
CCn1c(=O)cc(O)c2c(=O)n(C)c(=O)n(C)c21	3.7	2.2	-13.3	-5.4	6.0	2.4	-3.8	20.0	1.2
COc1ccc(C2c3c(oc4ccc(C)cc4c3=O)C(=O)N2c2cc(C)ccn2)cc1OC (stereo unspecified)	1.3	-10.3	-0.7	-3.8	0.9	-2.0	-8.0	-2.6	7.9
NCc1oc(-c2ccccc2)cc1C(=O)O	-10.1	-17.3	-0.6	-5.8	-3.8	4.7	2.1	-6.0	11.3
CCC(CC)C(=O)Nc1ccc(C)c(O)c1	2.6	-24.9	0.1	-13.2	1.3	4.9	0.6	29.6	-0.3
O=C(O)CCN1C(=O)c2ccc(NC(=O)Cc3ccc(Cl)cc3)cc2C1=O	6.8	-5.8	-1.2	-3.8	0.8	0.5	0.8	-7.4	-4.4
CCOc1ccc2nc(SCc3ccc(C(=O)OC)o3)[nH]c2c1	1.9	-11.1	-5.2	-7.3	0.4	9.1	-1.3	-26.4	0.3
COc1ccc(/C=C/C(=O)Oc2ccc(/C=N\NC(=O)c3ccc(F)cc3)cc2)cc1	-12.1	-18.6	4.4	-7.3	-2.9	3.4	-1.3	3.9	0.7
Cc1noc(C)c1C(=O)N(C)Cc1ccccc1	3.7	-16.3	-5.1	0.8	10.6	x	-0.4	-0.3	4.2
Cc1c(Cl)cccc1NC(=O)CNc1ccccc1F	-10.1	-6.7	1.9	-0.8	-2.7	-1.3	0.2	-10.2	-0.7
CC(C)c1ccccc1NC(=O)COC(=O)CNC(=O)c1ccc(Br)cc1	-1.2	14.4	0.1	-3.4	3.2	4.5	-0.1	-10.3	4.9
Cc1cccc(OCc2nc(-c3nonc3N)no2)c1C	7.3	-9.6	1.4	-8.7	-1.9	5.9	0.4	3.1	-2.2
COc1cc(Nc2cc(C)nc3ncnn23)cc(OC)c1	7.1	-6.1	-4.7	-4.3	1.2	1.5	-0.5	8.7	3.0

2 records picked at random from those above:
SMILES	NPY-Y2 PAM-ag	Mdm2 ligase inh	Runt-SMMHC FRET	RBBP9 inh	p97 inhibitor	NPY Y1 blocker	Runt-CBFb FRET	NPY1 pot ag	Hck Nef HTS
COC(=O)CN(c1ccc(OC)c(OC)c1)S(C)(=O)=O	-4.8	11.3	-1.8	-8.3	-5.3	-7.0	0.8	-14.5	3.7
Cc1noc(C)c1C(=O)N(C)Cc1ccccc1	3.7	-16.3	-5.1	0.8	10.6	x	-0.4	-0.3	4.2

Next section:
SMILES	NPY-Y2 PAM-ag	Mdm2 ligase inh	Runt-SMMHC FRET	RBBP9 inh	p97 inhibitor	NPY Y1 blocker	Runt-CBFb FRET	NPY1 pot ag	Hck Nef HTS
Cc1cc(C)cc(N(CC(=O)Nc2c(C)n(C)n(-c3ccccc3)c2=O)S(C)(=O)=O)c1	11.2	8.9	4.0	-7.0	4.8	-0.9	-1.9	4.4	-0.3
CCN(CC)S(=O)(=O)c1ccc(NC(=O)COC(=O)c2cnc(C)cn2)cc1	-3.3	-3.8	-1.7	0.2	-3.2	-0.6	-0.9	-17.3	-0.4
COC(=O)CSc1nc2ccccc2n1CC(=O)N(C(C)C)C(C)C	4.8	2.7	1.6	-0.8	5.6	-1.5	-0.9	-6.5	-9.8
N=c1c2c(n(Cc3ccc(Br)cc3)c3c1CCC3)CCCC2	15.8	-8.8	1.6	-4.7	-1.4	2.2	-1.0	4.0	-2.1
C/C(=N\O)C(C)Oc1ccc(Cl)cc1 (stereo unspecified)	-1.8	-20.4	1.1	-7.0	-0.1	0.9	0.2	-3.4	13.4
O=C(NC1CC2CCCC(C1)N2S(=O)(=O)c1ccccc1)c1ccco1 (stereo unspecified)	-6.7	-0.5	-4.1	-4.5	-5.0	7.1	2.4	17.6	0.6
O=C(NCCC1=CCCCC1)c1ccc2c(=O)n3c(nc2c1)CCCCC3	x	-7.8	1.1	x	x	x	-4.1	x	0.1
Fc1ccccc1/C=N/Nc1ncnc2nc[nH]c12	2.1	x	-0.9	-1.6	7.1	0.4	-0.1	-4.6	55.7*
CCSc1nnc(NC(=O)c2ccc(C)cc2)s1	31.6*	-35.7	-0.2	0.1	-3.9	-0.9	-0.2	-0.5	-0.1
COc1ccccc1N1CC(O)=C(c2nc3ccccc3s2)C1=N	20.5	-4.3	-6.4	2.0	6.2	5.6	0.4	3.9	6.4
COCCNS(=O)(=O)c1ccc(F)c(OC)c1	7.0	-7.7	-1.2	-9.2	2.8	2.0	2.1	2.2	-18.2
COc1ccc(NC(=O)C2CCCCN2CC(=O)OCc2ccccc2)cc1OC (stereo unspecified)	3.1	-31.9	1.3	-3.8	0.9	-1.4	-1.2	20.2	1.9
CC(C)(C)C(=O)NC(NC(=S)Nc1sc2c(c1C#N)CCCC2)C(Cl)(Cl)Cl (stereo unspecified)	0.0	-6.9	7.2	9.3	0.8	-2.2	x	21.3	-0.8
CCOc1ccc(NC(=O)CN2CCN(CC(=O)Nc3ccc(Cl)c(C(F)(F)F)c3)CC2)cc1	14.5	3.7	-3.0	-3.1	-10.3	-10.7	1.3	-9.5	-1.2
Cc1cc(NC(=O)CSc2nc3c(c(=O)n2-c2ccc(Br)cc2)SCC3)no1	-18.9	-4.3	-5.7	-7.5	-2.6	6.0	-3.2	-2.5	4.5
N#CC1=C(N)Oc2n[nH]c(-c3ccccn3)c2C1c1c(F)cccc1Cl (stereo unspecified)	20.0	-9.6	1.0	-8.3	8.1	1.4	2.7	-0.8	-1.3
CCOCCCNS(=O)(=O)c1ccc(OC)c(Cl)c1Cl	-5.9	x	-8.1	-5.6	-2.6	4.5	-2.2	-24.6	7.3
CC(=O)NC1C(OCc2ccccc2)OC2COC(c3ccccc3)OC2C1OCC(=O)O (stereo unspecified)	-11.5	-8.0	23.7	-3.2	-3.2	6.8	2.2	-2.2	18.9
COc1cc2c(=O)n(CC3CCCO3)c(=O)n(CC(=O)Nc3ccc(F)cc3F)c2cc1OC (stereo unspecified)	-23.4	-9.6	3.3	-7.6	-1.6	-2.5	-1.2	-13.1	-1.7
CSc1ccc(S(=O)(=O)NCc2ccc(Cl)cc2Cl)cc1	-12.6	-0.6	-1.7	-11.0	0.5	-0.3	0.3	-22.4	6.4
OCCNc1cc(Cl)ncn1	3.1	-4.2	-2.6	-1.7	5.4	x	0.6	14.4	26.3
CCOC(=O)C1=CN(C)C=C(C(=O)OCC)C1c1ccsc1	7.3	-4.4	98.7*	-9.3	5.1	-0.8	121.9*	3.9	46.8
O=c1cc(CO)occ1OCc1c(F)cccc1Cl	5.9	-8.4	-1.4	-5.7	6.3	-0.2	-0.6	12.5	23.7
NS(=O)(=O)c1cc2c(cc1Cl)NC(C(Cl)Cl)NS2(=O)=O (stereo unspecified)	2.1	x	-0.2	-1.1	0.1	-3.3	-1.7	0.3	0.4
COc1cc(N2C(=O)CSC23C(=O)Nc2ccccc23)cc(OC)c1OC (stereo unspecified)	-1.0	-6.6	1.3	-1.0	2.2	2.7	-2.5	-8.5	-19.3
O=C(CSc1nc2ccccc2o1)Nc1nc2ccc(Br)cc2s1	-6.6	13.2	-0.4	-0.3	-2.6	6.9	2.1	-26.9	9.9
COc1cc(OC)cc(-c2nnc(SCc3cccnc3)o2)c1	-7.4	-11.0	25.3	-11.0	2.3	2.3	0.0	1.8	2.4
Cc1cccc(C)c1NC(=O)CNCC(=O)N(C)C	-12.2	-11.9	1.0	-10.2	5.6	4.1	-0.5	7.3	20.2

Compound activity (PubChem BioAssay)
